# UBC13 polyUb – inhibitors of human UBC13 polyubiquitin chain formation | TR-FRET | actives 0.47% (n = 330,000) | P61088 | AID 485273 | inhibition, % at 20 µM; in the data active means inhibition above about 45%, passing the limit was not always enough
# Target sequence (P61088 whole entry, looked up): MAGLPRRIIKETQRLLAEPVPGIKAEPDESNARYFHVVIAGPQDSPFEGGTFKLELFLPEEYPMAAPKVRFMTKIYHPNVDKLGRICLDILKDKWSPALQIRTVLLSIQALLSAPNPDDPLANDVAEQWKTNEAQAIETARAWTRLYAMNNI
# PfGluPho inh – PfG6PD (Plasmodium falciparum) enzyme inhibition. PfGluPho enzyme, NADPH resazurin-diaphorase fluorescence. inhibition, % at 20 µM. actives 0.78% (n = 350,000);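 active means inhibition reaching at least a set limit at 20 µM in the primary screen, cut at about 59% in these data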;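 further: 0% = DMSO wells with substrate and 100% = DMSO wells lacking glucose-6-phosphate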
# HKDC1 inh – HKDC1 (human) hexokinase inhibition; Q2TB90; recombinant HKDC1, G6PDH/diaphorase resazurin coupled fluorescence; inhibition, % at 20 µM; actives 0.16% (n = 340,000); AID 493160;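 active means inhibition above about 35% when tested at 20 µM, limit read from the data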;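 further: plate controls were DMSO wells with enzyme for no effect and DMSO wells lacking enzyme for full effect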
#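 Assay system: in-house recombinant HK5 (HKDC1) enzyme. Input: HKDC1 at 5 µg/mL. Medium: Tris pH 8.0 buffer with MgCl2, Tween-20, BSA, BME. Dosing: single 20 µM dose. Schedule: 90 min reaction incubation at room temperature, dark. Signal: resazurin-to-resorufin fluorescence via G6PDH and diaphorase coupling, 525/613 nm. Controls: DMSO-enzyme wells negative, buffer-substituted wells positive.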
# SENP8 block-1 – inhibitors of human SENP8 protease; purified SENP8, Z-RLRGG-aminoluciferin cleavage, luminescence; actives 1.2% (n = 330,000); AID 2540; Q96LD8; inhibition, % at 10 µM; in the data active means inhibition above about 50%
# SENP6 inh – inhibitors of human SENP6 protease | inhibition, % at 10 µM | Q9GZR1 | AID 2599 | Recombinant SENP6 catalytic domain, aminoluciferin luminescence | actives 1.8% (n = 330,000);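 active means inhibition above about 50% at the single tested dose, limit read from the data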;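 further: plate controls were DMSO wells with enzyme for no effect and DMSO wells lacking enzyme for full effect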
# Target sequence (Q9GZR1 628-1112 limits assumed): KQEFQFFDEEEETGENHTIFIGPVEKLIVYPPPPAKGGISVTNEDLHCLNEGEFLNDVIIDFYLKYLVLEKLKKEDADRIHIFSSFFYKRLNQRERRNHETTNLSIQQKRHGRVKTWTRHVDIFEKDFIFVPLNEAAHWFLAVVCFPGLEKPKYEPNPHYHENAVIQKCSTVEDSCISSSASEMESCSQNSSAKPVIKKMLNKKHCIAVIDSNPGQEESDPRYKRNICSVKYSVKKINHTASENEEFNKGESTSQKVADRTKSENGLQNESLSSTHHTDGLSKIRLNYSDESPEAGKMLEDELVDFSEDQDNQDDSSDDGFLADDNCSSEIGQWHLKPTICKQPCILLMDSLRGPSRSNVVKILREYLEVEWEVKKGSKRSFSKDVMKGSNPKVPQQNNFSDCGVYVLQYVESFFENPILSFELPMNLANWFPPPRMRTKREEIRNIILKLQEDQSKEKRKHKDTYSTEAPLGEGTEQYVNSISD
# SENP7 block – SENP7 protease inhibition; recombinant SENP7, Z-RLRGG-aminoluciferin luminescence, 40 min; inhibition, % at 5 µM; actives 1.5% (n = 330,000); AID 434973;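 active means inhibition above about 50% at the single test dose, limit read from the data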;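 further: plate controls were DMSO with enzyme for no effect and no enzyme buffer wells for full effect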
# Target sequence (Q9BQF6 706-1050 limits assumed): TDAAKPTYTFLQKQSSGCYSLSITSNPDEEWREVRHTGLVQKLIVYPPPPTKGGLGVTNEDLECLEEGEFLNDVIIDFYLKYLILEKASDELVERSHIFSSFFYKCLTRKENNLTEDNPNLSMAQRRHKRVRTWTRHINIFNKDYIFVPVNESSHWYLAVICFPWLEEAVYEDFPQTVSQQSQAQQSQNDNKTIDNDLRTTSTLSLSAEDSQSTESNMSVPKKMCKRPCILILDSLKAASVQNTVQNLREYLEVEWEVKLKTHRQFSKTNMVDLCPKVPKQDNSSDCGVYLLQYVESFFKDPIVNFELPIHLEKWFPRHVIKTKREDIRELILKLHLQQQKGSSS
# SENP8 block-2 – blocks human SENP8 cleavage of Nedd8 substrate | Q96LD8 | recombinant SENP8, Nedd8 substrate fluorescence | inhibition, % at 20 µM | actives 0.64% (n = 360,000) | AID 602440; in the data active means inhibition mostly above about 40%, no sharp cut-off; inactive means mostly below about 27%
# MIN6 prolif – induces beta-cell replication in MIN6 cells. MIN6 cells proliferation, ATPlite luminescence, 48 h; cells starved in 0.2% serum; 100% = growth in 10% serum. proliferation, % at 10 µM. actives 0.29% (n = 330,000). AID 2380;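 active means compounds whose signal lies at least 3.5 SD above the mean of all wells on their plate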;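 further: 0% = DMSO-treated cells in low-serum medium and 100% = 10% serum control; some compounds called inactive have numbers as strong as hits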
# SENP1 inh – SENP1 (human) catalytic domain inhibition | Q9P0U3 | recombinant SENP1 catalytic domain, CyPet-SUMO1-YPet FRET cleavage | inhibition, % at 10 µM | actives 0.21% (n = 360,000);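 active means inhibition at least 30% at 10 µM, raw YFP signal under a set limit, fluorescence ratio 0.5 to 1.5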;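 further: 0% = enzyme with DMSO and 100% = no enzyme wells; some results filed as inactive read as strong as hits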
#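 material = recombinant human SENP1 catalytic domain, His6-tagged | quantity = 20 pM enzyme | reagent = 25 nM SUMO1 FRET substrate | compound dosing = 10 µM single point, 0.5% DMSO | timing = 50 min enzyme reaction, room temperature, light-protected | detection = FRET, CFP and YFP emission | control set = no-enzyme low, enzyme-DMSO high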
# * = called active by the depositor; i = inactive; x = not tested or not shown.
SMILES,UBC13 polyUb,PfGluPho inh,HKDC1 inh,SENP8 block-1,SENP6 inh,SENP7 block,SENP8 block-2,MIN6 prolif,SENP1 inh
O=C(Nc1ccc(C(=O)O)cc1)/C(=C\C=C\c1ccccc1)NC(=O)c1ccccc1Br,-26,20,0,-23,2,-9,-2,-5,-1
CC(C)N(C(=O)CSc1nnnn1C1CCCC1)C(C)C,7,3,-7,-2,-2,6,6,1,2
C=C(C)Cn1c(CNC(C)=O)nc2ccccc21,12,-13,-5,14,14,-1,1,1,3
Cc1cc(=O)oc2cc(OCCSCCN3CCCCC3)ccc12,8,-8,-1,-1,-20,3,-289,-1,5
O=C(CNC(=O)c1ccc(Br)cc1)NCC(=O)OCC(=O)c1ccc([N+](=O)[O-])cc1,-4,67*,-10,0,-7,0,15,0,1
CC1(CCC#N)N=C(SCCC#N)N(c2ccccc2)C1=O (stereo not drawn),-3,7,-1,-9,1,2,16,0,2
COc1ccc(C(CNC(=O)COc2ccccc2OC)N2CCCCC2)cc1 (stereo not drawn),9,-6,-3,4,-8,-3,12,-2,1
O=C(Nc1cccc(O)c1)c1c(O)c2ccccc2[nH]c1=O,19,5,-4,62*,48,86*,-26,-4,-1
COc1ccccc1NC(=O)COC(=O)Cc1ccc(S(=O)(=O)N2CCCCC2)s1,-2,1,-7,-10,8,-6,-18,-1,-10
CC(=O)c1ccc(N2CCN(C(=O)c3cccs3)C(C)C2)c(F)c1 (stereo not drawn),-21,-9,-6,-7,17,3,-19,-5,1
CCOc1cccc(C(=O)Nc2ccccc2C(=O)N2CCOCC2)c1,-2,-13,0,6,-8,-3,13,6,-5
Cc1cc(C)n2c(SCC(=O)Nc3ncc(C(F)(F)F)cc3Cl)nnc2n1,-5,3,10,-8,-16,-5,16,5,-3
Cc1ccc(S(=O)(=O)N(C)c2ccc(OC(C)C(=O)N(C)c3ccccc3)cc2)cc1 (stereo not drawn),1,-1,7,-3,-12,8,28,2,0
O=C(c1ccccc1SCc1ccccc1)N1CCOCC1,-6,1,2,0,13,5,18,-2,1
O=C(NCCN1CCN(S(=O)(=O)c2ccc(F)cc2)CC1)C(=O)NCc1ccccc1,-2,0,-7,1,-42,-5,-25,0,2
O=C(NNc1ccccc1)c1ccccc1,x,4,-4,x,x,x,34,x,-3
CCOc1ccc(C(=O)NCC(C)NC(=O)c2ccc(OCC)cc2)cc1 (stereo not drawn),-4,5,2,-7,-2,1,7,-1,1
CC(C)C(OC(=O)c1ccco1)C(=O)NCc1ccccc1 (stereo not drawn),-1,-3,-7,7,8,0,-1,-1,-1
O=C(COC(=O)CCC(=O)c1cccs1)NCc1ccc(Cl)cc1,14,2,-2,-4,-4,3,4,3,4
CCOC(=O)c1c(C)[nH]c(C)c1C(=O)CSc1nnc(N)s1,7,-6,-6,-1,-5,2,3,2,0
COc1ccc(C)cc1NC(=O)c1cc(S(=O)(=O)N2CCCCC2)ccc1N1CCOCC1,65*,17,3,-3,-8,4,-14,-3,0
COc1ccc(C(=O)c2sc3nc(-c4ccccc4)ccc3c2N)cc1OC,-4,9,10,-17,-11,-7,i,-2,-19
COC(=O)C1OC2(OC1C(=O)OC)c1ccccc1-c1ccccc12 (stereo not drawn),5,9,-7,-11,-1,-7,0,2,0
Cc1cc(=O)n(CCO)c(O)c1C#N,-2,36,8,0,-7,-2,-2,0,-4
COc1cc2cc(CN(CCO)C(=O)c3cccs3)c(=O)[nH]c2cc1OC,-7,-14,-5,7,11,18,-277,-2,1
Cc1c(C(=O)Nc2ccc3c4c(cccc24)CC3)cccc1[N+](=O)[O-],-3,-2,8,-4,8,4,-7,-3,-15
CC(=O)c1ccc(N2CCN(C(=O)C3CCN(S(=O)(=O)c4ccc5c(c4)CC(C)N5C(=O)C4CC4)CC3)CC2)cc1 (stereo not drawn),12,-7,-1,-2,-3,-11,-149,1,3
O=C(O)CCNS(=O)(=O)c1ccc(Oc2ccccc2Cl)cc1,1,-31,-7,-2,-10,7,18,3,3
COc1ccc(C(CNC(=O)c2cccc(S(=O)(=O)Nc3ccccc3OC)c2)N2CCCC2)cc1 (stereo not drawn),4,7,-7,-15,-7,3,-41,-1,-1
Cc1c(C(=O)N2CCN(c3ccccc3F)CC2)sc2nc(-c3ccccc3)cn12,2,15,0,5,3,2,13,-3,3
Cc1cc(=O)oc(C)c1C(=O)Nc1ccc(Cl)cn1,-4,4,-1,-6,-18,4,-8,2,0
CCOc1ccccc1N1C(=O)c2cccnc2C1=O,0,11,-6,-9,-10,-7,12,3,1
c1ccc(Cc2nc3ccccc3[nH]2)cc1,4,-7,-3,1,-6,10,12,0,1
CC1CN(C(=S)Nc2ccccc2)C(C)CN1C=O (stereo not drawn),x,6,-5,x,x,x,9,x,0
Cc1ccc(C2CC(c3cccs3)=NN2C(=O)CSC2=NCCS2)cc1 (stereo not drawn),10,22,2,-15,-14,6,-450,-6,1
COc1ccc(CC(=O)Nc2nn(C)c3nc4c(C)cccc4cc23)cc1,-1,4,-4,13,-1,1,-436,-2,-35
Cc1c(-n2c(=O)n(Cc3ccccc3)c(=O)c3[nH]cnc32)cccc1S(C)=O (stereo not drawn),3,6,-2,4,1,-7,12,1,0
Cc1ccccc1NS(=O)(=O)c1ccc(C(=O)N2CCCC(C(F)(F)F)C2)cc1 (stereo not drawn),-3,-13,0,-10,-10,-5,5,3,0
CC(C)(O)[C@H](O)COc1c2ccoc2cc2oc(=O)ccc12,-9,0,-1,-15,6,-14,-63,-2,-6
O=C(c1ccc(S(=O)(=O)N2CCCCC2)cc1)c1nnc(-c2ccc(Cl)cc2)o1,x,-7,-5,x,x,x,14,x,3
O=C1CN=C(Nc2ccc(Cl)cc2)N1c1ccccc1,9,-13,-4,0,9,4,19,2,1
COC(=O)c1ccc(NC(=O)Cn2nnc(-c3cccs3)n2)cc1,-9,-4,-10,-3,-8,-8,3,-1,-1
Cc1cc2nc3c(=O)[nH]c(=S)[nH]c3nc2cc1NC(=O)C(F)(F)F,-90,-4,-2,0,-32,2,-10,0,56
O=C(O)c1cccc(NC(=O)c2ccc(N3C(=O)c4ccc(C(=O)Nc5cccc(C(=O)O)c5)cc4C3=O)cc2)c1,4,-6,-2,5,5,-1,18,-1,0
Nc1nonc1C(=O)NCCNC(=O)c1cccc(Cl)c1,0,-5,0,5,-37,-2,4,0,1
Cc1c(C)n(C)c2ccc(C(=O)N3CCN(c4ccccc4)CC3)cc12,-7,24,2,0,-7,1,-9,-3,-4
CCn1ncc(CNC(=O)C2(C)CC2(Cl)Cl)c1C (stereo not drawn),3,-7,2,0,1,2,8,2,1
OCCCCNCc1ccc(OCc2ccccc2)cc1,17,12,2,1,-12,-1,25,0,0
CC(Oc1ccc(Cl)cc1Cl)C(=O)NNC(=O)C(=O)N1CCCC1 (stereo not drawn),9,-11,-4,5,0,2,9,0,1
O=C(O)c1csc(-c2ccc(Cl)cc2)n1,-5,-10,1,-2,1,2,4,1,0
S=C(Nc1ccccc1Cl)NC1CC2CCCC(C1)N2C1CC1 (stereo not drawn),5,17,0,4,-42,8,9,-1,-1
Cc1ccc(OCC(=O)OCC(=O)N2c3ccccc3CC2C)cc1C (stereo not drawn),9,-2,0,1,11,-5,-6,0,3
CCOC(=O)N1CCN(C(=O)CSCc2ccc(Cl)cc2)CC1,-6,9,-2,3,-13,-6,15,-2,0
CC(C)OC(=O)CN1CCN(c2ccc(Cl)cc2)CC1,7,3,-10,5,8,6,20,1,1
c1ccc(-c2cc(-c3ccccc3)n3ncnc3n2)cc1,0,-8,-2,-1,-19,6,-439,-4,3
CC(C)=Cc1c(O)nc2ccccn2c1=O,11,-1,-15,0,-7,6,-11,1,2
COc1cc(NC(=O)C2CCCCC2)c(OC)cc1NC(=O)CCC(=O)NCc1ccco1,-12,3,-10,-4,1,-7,11,-2,-31
O=C(OCC(=O)N1CCc2ccccc2C1)c1ccc(OC(F)F)cc1,3,-3,-1,7,-1,-4,-1,2,0
COc1ccc(NC(=O)c2nc(S(=O)(=O)Cc3cccc(C)c3)ncc2Cl)c(OC)c1,5,-3,-3,6,7,0,23,-8,2
COc1ccc(CNC(=S)Nc2ccc3nc(N4CCOCC4)cc(C)c3c2)cc1,-2,-13,14,-11,4,3,-407,-4,-41
# (more compounds)
SMILES,UBC13 polyUb,PfGluPho inh,HKDC1 inh,SENP8 block-1,SENP6 inh,SENP7 block,SENP8 block-2,MIN6 prolif,SENP1 inh
CSc1c(C#N)c(N)nc2sc(C(=O)c3ccc(Cl)c(Cl)c3)c(N)c12,-24,-3,0,6,-2,6,x,-6,x
CCC(OC(=O)c1nsc(Cl)c1Cl)C(=O)NCc1cccs1 (stereo not drawn),-3,5,3,3,-19,0,5,-2,-1
Cc1nc(SC(C)C(=O)c2c(N)n(C)c(=O)n(C)c2=O)c2c(C)c(C)sc2n1 (stereo not drawn),28,10,0,4,-1,-2,7,-1,0
Cc1ccccc1NC(=O)CN1C(=O)NC2(CCc3ccccc32)C1=O (stereo not drawn),-6,-9,3,-6,-1,-5,10,-3,1
O=C(c1ccc(Cl)cc1)N1CCC(O)(CSc2ccc(Cl)cc2)CC1,5,4,1,0,-6,-4,35,1,2
Cc1ccc(NC(=O)CCSc2nnnn2-c2ccc3c(c2)OCO3)cc1C,6,7,0,-3,4,2,7,-2,0
CCOC(=O)c1ccccc1N=Cc1c(O)c2ccccc2oc1=O,12,17,-4,-20,1,-7,-315,-1,2
CCOc1ccc(NS(=O)(=O)c2ccc(C(=O)NCc3ccncc3)cc2)cc1,2,-5,1,10,-4,0,12,2,-1
CC(C)(C)NC(=S)NNC(=O)c1ccncc1,-1,34,-9,-1,-10,-3,33,0,3
O=C(NCC(=O)N1CCN(c2ccccc2O)CC1)c1ccccc1,-2,8,0,-3,-24,8,10,-3,1
Cc1nc(C/C(=N\Nc2ccccc2)c2ccc(O)cc2O)cs1,-1,43,-4,1,8,9,5,-4,-2
COc1ccc(/C(O)=C2/C(=O)C(=O)N(c3ncccn3)C2c2ccc(OC)c(OC)c2)cc1 (stereo not drawn),1,4,-4,3,-12,3,-5,-2,-1
Cc1ccc(C(=O)COC(=O)CCNS(=O)(=O)c2ccccc2F)cc1,8,-17,4,4,22,0,9,-2,0

# Source: PubChem

# Not a hit list; 4% or so of the library scored in one or more.
